# KDM5B inh: inhibitors of human KDM5B histone demethylase; Q9UGL1; KDM5B demethylase, FDH-coupled NADH fluorescence (FDH is formaldehyde dehydrogenase); Potency, µM (top dose mostly 57.7 µM), for inactives: at the highest dose activity change, negative = inhibition, hits mostly inhibitors; 220,000 compounds, 2.6% hits; AID 1347165; active = well fitted inhibition curve with a large enough effect; inconclusive = small, poorly fitted or top-dose-only effect; inactive = no such curve, though single readings can be large or run the other way; also: 0% is about no effect; nearly all actives have a fitted effect of over 70% in size
#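 KDM5BΔAP (200 nM final) in 50 mM HEPES pH 7.5, 0.01% Tween-20 was preincubated 10 min at RT with compound over a concentration range. Substrate mix (H3K4me3 12.5 µM, α-KG 25 µM, Fe²⁺, ascorbate, NAD⁺, FDH) was added, and NADH fluorescence change over 30 min gave dose-response curves.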
# * hit, by the source's call; ? = inconclusive; [ ] = another dose, or the depositor's remark. Potency is read from the fitted curve at half-maximal effect. This is a subset, so the mix of outcomes need not match the whole.
SMILES,KDM5B inh
CNC(=O)c1cccc(NC(=O)Cc2c[nH]c3ccccc23)c1,-16%
CCCCNC(=O)c1cc(-c2ccc(OC)cc2OC)nc2ccccc12,?
CC(=O)c1cc(C(=O)N2C[C@H]3CC[C@@H]2CN(CCCc2ccccc2)C3)cs1,-20%
Cc1ccc(CNc2nc(NCc3ccc(C)cc3)n(C(=O)c3ccncc3)n2)cc1,?
COc1ccc(NC(=O)C2CCCN(S(=O)(=O)c3c(C)n[nH]c3C)C2)cc1OC (stereo not drawn),-18%
CNC(=O)CN1CCCC1c1ccsc1 (stereo not drawn),3%
COc1ccc(NC(=O)C(Cc2ccccc2)NS(=O)(=O)c2ccc(Br)s2)cc1OC (stereo not drawn),-3%
Cc1noc(-c2ccc(N3CCN(C/C=C/c4ccccc4)CC3)nc2)n1,?
N#Cc1nc(-c2ccco2)oc1N1CCN(CC(=O)N2CCNC2=O)CC1,?
O=C(COc1ccccc1Cl)NC1CCCN(c2ncccn2)C1 (stereo not drawn),-14%
Cc1ccccc1C(=O)Nc1cccc(C(=O)OCc2cc(=O)n3c(C)csc3n2)c1,?
N#C/C(=C\c1ccc(O)cc1)C(=O)NCC1CCCO1 (stereo not drawn),?
Cc1nc2c(c(-c3ccc(O)cc3)n1)CN(C(=O)c1ccccc1Cl)CC2,-5%
O=C(Cn1nc2n(c1=O)CCCCC2)NCc1ccccc1Cl,-6%
O=C(Cn1ccn2nc(-c3ccccc3)c(CO)c2c1=O)N1CCCCCC1,-28%
CN1CCN(CCOc2ccc3cc(-c4ccccc4)c(=O)oc3c2)CC1,?
COc1cc(CC(=O)N2CCN(C(=O)c3cccc4ccccc34)CC2)cc(OC)c1OC,3%
CCNc1nc(N)c(C(=O)c2ccc(Cl)cc2)s1,5%
Cc1noc(C)c1CO[C@@H]1COCC[C@H]1NC1CSCCSC1,-6%
Cc1ccc(-n2nnnc2SCc2nc3ccsc3c(=O)[nH]2)cc1C,11%
CCC(C(=O)c1ccccc1)n1c(N2CCOCC2)nc2c1c(=O)n(C)c(=O)n2C (stereo not drawn),-12%
O=C(Nc1cccc2cccnc12)NC12CC3CC(CC(C3)C1)C2,9%
Cc1ccc(C)c(NC(=O)Cn2cc(C(=O)c3ccncc3)c(=O)c3cc(F)ccc32)c1,-20%
COc1ccnc(CN2CCN(C)C3(CCC(=O)N(C)CC3)C2)c1OC (stereo not drawn),-28%
OCC1(CN2CCCC2)CCN(Cc2cccc3cc[nH]c23)CC1,13%

# A stretch from the list above, as a working copy:
SMILES,KDM5B inh
CNC(=O)c1cccc(NC(=O)Cc2c[nH]c3ccccc23)c1,-16%
CCCCNC(=O)c1cc(-c2ccc(OC)cc2OC)nc2ccccc12,?
CC(=O)c1cc(C(=O)N2C[C@H]3CC[C@@H]2CN(CCCc2ccccc2)C3)cs1,-20%
Cc1ccc(CNc2nc(NCc3ccc(C)cc3)n(C(=O)c3ccncc3)n2)cc1,?
COc1ccc(NC(=O)C2CCCN(S(=O)(=O)c3c(C)n[nH]c3C)C2)cc1OC (stereo not drawn),-18%
CNC(=O)CN1CCCC1c1ccsc1 (stereo not drawn),3%
COc1ccc(NC(=O)C(Cc2ccccc2)NS(=O)(=O)c2ccc(Br)s2)cc1OC (stereo not drawn),-3%
Cc1noc(-c2ccc(N3CCN(C/C=C/c4ccccc4)CC3)nc2)n1,?
N#Cc1nc(-c2ccco2)oc1N1CCN(CC(=O)N2CCNC2=O)CC1,?
O=C(COc1ccccc1Cl)NC1CCCN(c2ncccn2)C1 (stereo not drawn),-14%
Cc1ccccc1C(=O)Nc1cccc(C(=O)OCc2cc(=O)n3c(C)csc3n2)c1,?
N#C/C(=C\c1ccc(O)cc1)C(=O)NCC1CCCO1 (stereo not drawn),?
Cc1nc2c(c(-c3ccc(O)cc3)n1)CN(C(=O)c1ccccc1Cl)CC2,-5%
O=C(Cn1nc2n(c1=O)CCCCC2)NCc1ccccc1Cl,-6%
O=C(Cn1ccn2nc(-c3ccccc3)c(CO)c2c1=O)N1CCCCCC1,-28%
CN1CCN(CCOc2ccc3cc(-c4ccccc4)c(=O)oc3c2)CC1,?
COc1cc(CC(=O)N2CCN(C(=O)c3cccc4ccccc34)CC2)cc(OC)c1OC,3%
CCNc1nc(N)c(C(=O)c2ccc(Cl)cc2)s1,5%
Cc1noc(C)c1CO[C@@H]1COCC[C@H]1NC1CSCCSC1,-6%
Cc1ccc(-n2nnnc2SCc2nc3ccsc3c(=O)[nH]2)cc1C,11%
CCC(C(=O)c1ccccc1)n1c(N2CCOCC2)nc2c1c(=O)n(C)c(=O)n2C (stereo not drawn),-12%
O=C(Nc1cccc2cccnc12)NC12CC3CC(CC(C3)C1)C2,9%
Cc1ccc(C)c(NC(=O)Cn2cc(C(=O)c3ccncc3)c(=O)c3cc(F)ccc32)c1,-20%
COc1ccnc(CN2CCN(C)C3(CCC(=O)N(C)CC3)C2)c1OC (stereo not drawn),-28%
OCC1(CN2CCCC2)CCN(Cc2cccc3cc[nH]c23)CC1,13%

# Next compounds
SMILES,KDM5B inh
C=C(C)Cn1c(N2CCN(Cc3cccc(Cl)c3)CC2)nc2c1c(=O)[nH]c(=O)n2C,18%
COc1ccc2nc(SCC(=O)Nc3nccs3)[nH]c2c1,-15%
COC(=O)c1ccc(C2Nc3c(C)cc(C)cc3C3C=CCC32)cc1 (stereo not drawn),?
O=C(Cn1nc(C(=O)O)c2ccccc2c1=O)NCc1ccc(Cl)cc1,-10%
OCc1nnc(C2CC(Nc3ncnc4ccccc34)C2)n1C1CC1 (stereo not drawn),0%
Cc1ccc(CNC(=O)c2cccc(N3CCCS3(=O)=O)c2)cc1,-4%
CCN(CC)CCCN=Cc1c(O)n(-c2ccccc2C)c(=O)c2ccccc12,5%
O=C(Nc1ccc2oc(-c3cccc4ccccc34)nc2c1)c1ccc2c(c1)OCCO2,?
COC(=O)C1=C(C)N(C)C(C)=C(C(=O)OC)C1c1cccc(C(F)(F)F)c1,11%
CNCCN(C)C(=O)C1CCCN(C2CCN(C3Cc4ccccc4C3)CC2)C1 (stereo not drawn),-4%
COc1ccc2[nH]c(C(=O)O)c(CCN3C(=O)c4cccc([N+](=O)[O-])c4C3=O)c2c1,4%
Cc1ccc(CN2CC[C@@](C)(O)[C@H](N3CCCC3)C2)s1,?
CN1C(=O)C2(CCN(C(=O)C3(c4ccccc4)CC3)CC2)c2ccccc21,-13%
Cn1cccc1C1CCCN1Cc1nc(-c2ccc(Cl)cc2)no1 (stereo not drawn),-5%
Cc1ccccc1OCc1nnc(SCc2cc(=O)c3ccc(C)c(C)c3[nH]2)n1C,13%
COc1ccc(NC(=O)COc2coc(CN3CCSCC3)cc2=O)cc1OC,-12%
Cc1cccc(C(=O)NC2CCN(c3cn[nH]c(=O)c3)CC2)c1,12%
COc1ccccc1CN1CCCn2nc(C)c(-c3ccccc3C(N)=O)c21,32µM*
Cc1cccc(OCCOC(=O)Cn2cnc3c2c(=O)n(C)c(=O)n3C)c1,19%
COc1ccc(CCNC(=O)Cn2cccc2-c2nc(-c3ccc(F)cc3)no2)cc1OC,9%
Cc1noc(-c2cccn3c(CNC(=O)c4cccc(N(C)C)c4)nnc23)n1,?
O=C(NCCc1ccc(Cl)cc1)c1nc(-c2ccc(F)cc2)c2cnccn12,32µM*
Clc1ccc(C2Cn3nnc(-c4noc(C5CC5)n4)c3CO2)cc1 (stereo not drawn),25%
COc1cc(-c2noc(-c3nnn(-c4ccc(Cl)cc4)c3C)n2)cc(OC)c1OC,-7%
COc1ccc(CNC(=O)NCC2Cn3cccc3C(=O)N2Cc2ccccc2)cc1 (stereo not drawn),-4%
# Further results:
SMILES,KDM5B inh
CCCCCCNCCN1CCOCC1,-6%
O=C(Cn1nc2n(c1=O)CCCCC2)NCc1ccccc1Br,-37%
COc1ccc(Cl)cc1NC(=O)N(C)CCc1noc(C(=O)NCc2ccccc2)n1,-3%
CCOC(=O)c1c(-c2ccc(OC)c(OC)c2)csc1NC(C)=O,7%
CC1COCCN1C(=O)Cc1nn(C)c(=O)c2ccccc12 (stereo not drawn),?
FC(F)(F)Oc1cccc(CNC[C@H]2Cn3ccnc3CO2)c1,0%[86.2 µM]
CN1CC(=O)N(C2CCC2)Cc2c(NCc3cccs3)ncnc21,?
COc1ccc(NC(=O)c2cccc(S(=O)(=O)N3CCOCC3)c2)cc1,2%
COc1ccc(C)cc1CCNC(=O)c1ccc(NC(=O)CC2SC(N3CCCC3)=NC2=O)cc1 (stereo not drawn),11%
CCn1c(Cn2ccnc2C)nnc1C1CCN(c2cc(C#N)ccn2)CC1,?
COc1ccc(NC(=O)Cn2nc(Cc3cccnc3)c3ccccc3c2=O)cc1OC,13%
COCCN1C(=O)CCc2cc(NC(=O)Cc3ccc(OC)cc3Cl)ccc21,15%
CC(=O)c1cccc(NC(=O)Cn2c(=O)oc3cc(S(=O)(=O)N4CCCC4)ccc32)c1,-36%
COc1ccc(-c2csc(NC(=O)Cc3nc4nc(C)cc(C)n4n3)n2)cc1Cl,11%
CCN1CC(CN(C)Cc2nc(-c3ccc(C(F)(F)F)cc3)no2)CC1=O (stereo not drawn),1%
CN(C(=O)c1ccccc1C(=O)OCC(=O)c1ccc(F)cc1)c1ccccc1,17%
COc1ccc(CCCN2C(=O)O[C@@H]3CN(c4cc(OC)ncn4)C[C@@H]32)cc1,-21%
Cc1cc(C)n(-c2ccc(C(=O)OCC(=O)NC3CCC(C)CC3)cc2)n1 (stereo not drawn),-6%
Cc1ccc(S(=O)(=O)N2CCN(c3ccccn3)CC2)cc1,?
CCN(CC)C(=O)Cn1c(=O)c2c(ncn2Cc2ccco2)n(Cc2ccccc2)c1=O,11%
CN(C)Cc1ccc(-c2ccc(CO)cc2CO)cc1,-6%
Cc1ccccc1-c1nnc(C2CCN(S(=O)(=O)c3ccc(Cl)cc3)CC2)o1,?
CCc1ccc(CNC(=O)Cn2nc(-c3ccc(Cl)cc3)ccc2=O)cc1,39%
CC(C)N1C(=O)OCC12CCN(Cc1cccc(C#N)c1)C2 (stereo not drawn),-5%[86.2 µM]
CC(OC(=O)c1ccc(O)cc1)C(=O)Nc1cc(C(F)(F)F)ccc1Cl (stereo not drawn),-16%
CN(CC(=O)Nc1ccc(Cl)cc1)Cc1nc2cc(Cl)ccc2c(=O)[nH]1,6%
CN(Cc1ccccc1)Cc1nc2c([nH]1)c(=O)[nH]c(=O)n2C,-3%

# Compounds listed so far that contain bromine, in the order listed:
SMILES,KDM5B inh
COc1ccc(NC(=O)C(Cc2ccccc2)NS(=O)(=O)c2ccc(Br)s2)cc1OC (stereo not drawn),-3%
O=C(Cn1nc2n(c1=O)CCCCC2)NCc1ccccc1Br,-37%
